RAM network inh: yeast RAM network inhibition; S. cerevisiae dse1pr::URA3 reporter, 5-FOA growth OD615, 2 d; analog-sensitive cbk1-as2 kinase mutant strain; inhibition, % at 50 µM; 190,000 tested, 1.8% active;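 active = inhibition above a set limit, 3 SD over mean compound inhibition, cut at about 8.4% in these data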;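 note: 0% = DMSO-only wells with no growth and 100% = 10 µM 1-NA-PP1 full growth; inhibition rescues growth on 5-FOA so higher OD means more RAM inhibition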
PPARg SRC2 recr: promotes SRC-2 coactivator recruitment by human PPARgamma. P37231. PPARgamma LBD-SRC-2 recruitment, biochemical. activation, % at 8 µM. 200,000 tested, 0.34% active. AID 1032; in the data active = activation above about 22%;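 note: 0% = vehicle and 100% = reference agonist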
Target sequence (P37231 whole entry, looked up, the tested form may be a part): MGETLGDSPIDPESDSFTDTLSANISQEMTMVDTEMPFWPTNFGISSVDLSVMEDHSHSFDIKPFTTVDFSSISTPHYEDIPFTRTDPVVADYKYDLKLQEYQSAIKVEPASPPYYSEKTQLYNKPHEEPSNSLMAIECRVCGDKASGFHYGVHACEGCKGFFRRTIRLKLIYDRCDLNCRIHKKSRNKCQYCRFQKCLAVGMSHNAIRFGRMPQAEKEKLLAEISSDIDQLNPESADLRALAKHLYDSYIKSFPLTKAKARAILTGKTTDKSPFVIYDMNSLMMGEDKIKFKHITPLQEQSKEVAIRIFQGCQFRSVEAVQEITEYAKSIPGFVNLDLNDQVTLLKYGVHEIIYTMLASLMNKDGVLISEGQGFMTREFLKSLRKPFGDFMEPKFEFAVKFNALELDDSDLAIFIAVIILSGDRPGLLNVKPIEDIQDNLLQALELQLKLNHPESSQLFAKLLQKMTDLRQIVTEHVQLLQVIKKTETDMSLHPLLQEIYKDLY
Lmaj promast: reduces viability of Leishmania major promastigotes; resazurin fluorescence viability; inhibition, % at 10 µM; 200,000 tested, 9% active; in the data active = inhibition above about 50%;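 note: promastigotes grown with compound for 44 hours at 28 °C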
PPARg SRC1 recr: agonists of human PPARgamma SRC-1 coactivator recruitment; P37231; PPARgamma-SRC-1 coactivator recruitment biochemical assay; activation, % at 8 µM; 200,000 tested, 0.41% active; AID 631; in the data active = activation above about 19%;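 note: 0% = DMSO and 100% = reference agonist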
Efa HMGR inh: blocks class II HMG-CoA reductase of Enterococcus faecalis. purified E. faecalis HMGR, NADPH absorbance 340 nm kinetic. 190,000 tested, 0.41% active. inhibition, % at 10 µM;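 active = inhibition above a set limit, the median over all tested compounds plus 3 SD, cut at about 9.5% in these data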;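 note: enzyme runs in reverse so mevalonate oxidation gives rising NADPH absorbance; 0% = complete reaction with DMSO and 100% = background rate lacking mevalonate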
ROMK mod: human ROMK K+ channel modulation, primary screen; B-score at 10 µM; 130,000 tested, 2% active; Tet-inducible ROMK, thallium flux fluorescence; actives lie on both sides; AID 1918;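 active = signal ratio slope over the read window, or its plate-corrected B-score, at least 3 SD from the plate mean, either direction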;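 note: B-score of the F/F0 ratio slope over 7 to 12 s after thallium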
SRC2 TRFRET art: TR-FRET artefact, counter-screen to PPARgamma/SRC-2 agonist assay; active compounds read high; TR-FRET ratio at 8 µM; 200,000 tested, 0.4% active; AID 1049; in the data active = TR-FRET ratio above about 2000; note: inactives centre near 1500; reference of the scale not given here
bIAP inh: blocks bovine intestinal alkaline phosphatase activity; AID 1019; purified bovine IAP, CDP-star luminescence, 30 min; 190,000 tested, under 10 active; inhibition, % at 20 µM;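 active = over 50% inhibition of intestinal alkaline phosphatase at 20 µM in the single-dose screen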
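Assay system: bovine IAP enzyme; medium: DEA buffer 100 mM, pH 9.8, with MgCl2 1.0 mM, ZnCl2 0.02 mM; doses: 20 µM single dose; incubation: enzyme reaction for 30 min at room temperature; detection: CDP-star luminescence signal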
PPARg SRC3 recr: agonists of human PPARgamma SRC-3 coactivator recruitment. 200,000 tested, 0.26% active. activation, % at 8 µM. biochemical PPARgamma/SRC-3 coactivator recruitment assay. AID 731. P37231; in the data active = activation above about 23%;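 note: 0% = DMSO and 100% = reference agonist; some compounds past the cut are filed as inactive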
S1P3 antag: S1P3 (human) receptor antagonism; Q99500; CHO S1P3 NFAT-BLA reporter, FRET fluorescence, antagonist mode; inhibition, % at 4.98 µM; 170,000 tested, 0.27% active; AID 485;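 active = inhibition above the plate cutoff, the mean inhibition of test wells on that plate plus 3 SD, cut at about 28% in these data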;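 note: cells challenged with S1P at its EC80 of 0.8 µM; blue over green emission ratio from cleaved BLA substrate after 4 h stimulation; 0% = S1P-stimulated wells and 100% = unstimulated DMSO-only wells; some compounds past the cut are filed as inactive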
Target sequence (Q99500 whole entry, looked up): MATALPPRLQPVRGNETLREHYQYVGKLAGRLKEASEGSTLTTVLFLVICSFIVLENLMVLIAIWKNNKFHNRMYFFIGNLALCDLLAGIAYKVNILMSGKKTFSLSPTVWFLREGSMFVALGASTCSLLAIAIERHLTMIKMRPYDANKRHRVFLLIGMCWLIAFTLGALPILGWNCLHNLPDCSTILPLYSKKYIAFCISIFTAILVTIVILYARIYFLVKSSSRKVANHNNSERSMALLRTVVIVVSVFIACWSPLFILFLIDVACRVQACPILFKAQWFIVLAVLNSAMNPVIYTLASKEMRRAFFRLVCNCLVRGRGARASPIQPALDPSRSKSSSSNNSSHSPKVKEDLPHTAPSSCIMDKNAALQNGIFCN
Redox H2O2 prof: compounds producing H2O2 with reducing agent – biochemical, NIH compound library profiling, artefact control for MLSCN library redox annotation, primary screen; activation, % at 10 µM; DTT-dependent redox cycling H2O2, phenol red/HRP absorbance; 100% = 100 µM peroxide control, 0% = buffer; 200,000 tested, 0.03% active;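 active = activation of at least 50% relative to the plate's high and low controls in the primary single-dose screen; inactive = activation below 50%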;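 note: compound incubated with DTT at 0.8 mM final as the reducing agent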
Numbers without * were called inactive; x = not tested or not shown.

SMILES	RAM network inh	PPARg SRC2 recr	Lmaj promast	PPARg SRC1 recr	Efa HMGR inh	ROMK mod	SRC2 TRFRET art	bIAP inh	PPARg SRC3 recr	S1P3 antag	Redox H2O2 prof
Cc1ccccc1C(=O)/C=C1/SCC(=O)N1C	0.9	0	16	10	-2	0.26	1638	7	2	3	-1.1
CC(C)(C)c1cc(CN2CCOCC2)c(C(=O)O)o1	-0.2	1	-4	0	-2	x	1401	5	-6	x	3.0
CCC(C)NS(=O)(=O)c1ccc(NC(=O)C(Sc2ccccc2)c2ccccc2)cc1 (centres undefined)	1.1	-3	68*	-7	-4	0.46	1432	6	-4	-12	0.2
O=C(c1ccco1)N1CCN(C(=O)c2ccc(COc3ccc(Cl)cc3Cl)o2)CC1	x	5	2	3	x	x	1587	x	13	x	-4.3
Nc1cccc(C(=O)Nc2ccc(N)cc2Cl)c1	2.2	0	-2	5	-4	x	1554	1	2	-5	1.8
CCCCN(CC)CCNS(=O)(=O)c1ccc2c(c1)oc(=O)n2C	0.9	0	2	2	-5	x	1496	8	13	-20	-0.2
CCN(CC)P(=O)(Nc1ccccc1Br)c1ccc(N(C)C)cc1NC(=O)c1ccco1 (centres undefined)	3.0	4	73*	-2	-1	x	1452	12	-5	-7	-0.4
CCc1ccc(-c2cc(C(=O)Nc3c(C)n(C)n(-c4ccccc4)c3=O)c3ccccc3n2)s1	2.8	12	31	6	1	-0.031	1511	1	6	x	-7.9
COc1ccc(C(=O)C2CCCN(C(=O)c3noc4c3CCCC4)C2)c(C)c1 (centres undefined)	0.8	12	2	8	-1	0.23	1699	2	6	-7	-1.8
Cc1ccc(S(=O)(=O)Cn2cnnn2)cc1	3.4	5	13	-6	0	x	1307	22	-6	9	-0.2
CCN(CC)C(=O)Oc1ccccc1NC(C)=O	1.9	2	-5	1	-8	x	1448	6	2	6	2.9
COc1cccc(-n2c(C)c3c(OC)cccc(=O)c3c2C)c1	6.6	5	1	-3	-8	-1.4	1727	10	-3	13	-0.9
COc1cc(OC)cc(C(=O)Nc2ccc(S(=O)(=O)Nc3cc(C)nc(C)n3)cc2)c1	6.9	9	-8	4	4	0.11	1536	7	-1	x	0.6
CC(=O)CCc1c(C)[nH]c2ccc(NC(C)=O)cc2c1=O	2.0	4	0	0	-3	-0.32	1524	0	-6	14	-3.7
O=C(CCNS(=O)(=O)c1ccc(Br)s1)NCc1ccccc1	1.8	6	-10	7	-5	2.3	1551	-9	-4	-14	-0.5
CC(=O)c1cnc(Nc2nc(C)c3ccc(C)cc3n2)nc1C	-0.7	4	-8	7	-2	x	1546	6	-8	7	-0.8
Cc1cc(Cl)ccc1NC(=O)CN1CCC(C(O)(c2ccccc2)c2ccccc2)CC1	-1.4	11	16	1	-5	1.6	1540	2	-1	x	0.3
CCCCC(=O)Nc1ccc(C(=O)N2CCC(C(=O)OCC)CC2)cc1	-1.0	7	-6	0	0	x	1541	2	5	x	-0.8
O=C(Cc1ccccc1)NNC(=O)C1CCCC1	-0.4	-3	-4	-4	3	0.1	1445	1	-2	-1	-0.3
O=C(Nc1ccc(N2CCCCC2)c(Cl)c1)c1ccc(N2CCOCC2)c([N+](=O)[O-])c1	1.1	5	93*	-4	-8	x	1459	8	4	x	2.4
CC(C)(C)C(=O)NC1CCN(S(=O)(=O)c2ccc(C(F)(F)F)cc2)CC1	1.8	10	-6	0	0	0.44	1591	15	-1	x	0.3
Cc1sc2nc(COC(=O)c3cccc(S(=O)(=O)N(C)c4ccccc4)c3)[nH]c(=O)c2c1C	3.2	9	-3	4	-4	-1.8	1870	-3	6	1	-1.2
CCOC(=O)N1CCC(N(CCN(C)C)C(=S)Nc2ccc(F)c(Cl)c2)CC1	-1.0	-8	10	-1	-9	-0.75	1315	-16	-4	-1	0.2
CCC(=O)Nc1cccc(NC(C)=O)c1	2.2	3	0	-2	1	0.22	1600	12	8	x	0.7
O=C(CSc1nnc(-c2c[nH]c3ccccc23)o1)N1CCCCC1	2.3	4	-6	10	-2	x	1535	22	-10	-18	1.6
Cc1c([N+](=O)[O-])c([N+](=O)[O-])nn1CC(=O)NCc1cccnc1	0.5	-4	-5	-8	-2	1	1531	2	3	3	0.1
Fc1ccccc1N1CCN(CCCNc2ccc3nncn3n2)CC1	1.7	-4	-4	2	-5	x	1439	1	-1	-5	-0.6
O=c1oc2ccccc2cc1-c1nc(-c2cccs2)cs1	3.7	16	-16	4	-1	-4.5*	1816	x	8	x	2.5
CN1C(=O)NC(NC(=O)C2CCCCC2)(C(F)(F)F)C1=O (centres undefined)	0.9	5	-8	-3	-9	0.21	1668	5	-6	17	0.5
O=C(O)c1cc(-c2ccc(Cl)cc2)n(-c2ccccc2)n1	-1.6	3	-2	-4	3	1.9	1642	0	-1	-9	-0.3
Cc1ccc(C2N(c3ccc(F)cc3)C(=O)C3CCCN32)cc1 (centres undefined)	-1.3	-3	-5	-5	3	x	1537	-18	-7	34	-1.4
CCOC(=O)C(CC)(CC)C(=O)/C=C/c1cccc(Br)c1	x	-3	100*	-2	x	x	1528	x	-4	x	1.9
CCN(c1ccccc1)S(=O)(=O)c1ccc(Cl)c(NC(=O)CSc2nncs2)c1	0.9	2	20	-2	-9	x	1611	7	-1	-15	-0.1
CSCCCNC(=O)c1ccccc1OC1CCN(S(C)(=O)=O)CC1	0.4	-1	-3	10	-2	0.21	1425	-4	-3	6	-0.1
C=C(C)Cn1c(N2CCN(c3ccc(OC)cc3)CC2)nc2c1c(=O)n(C)c(=O)n2C	1.0	-2	18	-2	-8	-0.63	1444	-5	-3	6	-1.2
COCCN(C(=O)CC1C(=O)NCCN1Cc1ccc(-c2ccccc2)cc1)C(C)C (centres undefined)	3.5	6	-2	-15	2	1.2	1587	-16	1	-3	0.6
CC(=O)N(C(C)=O)n1c(/C=C/c2cccc([N+](=O)[O-])c2)nc2ccccc2c1=O	5.2	4	14	3	-1	x	1764	2	3	-5	-0.9
O=C(/C=C/c1ccc(Cl)cc1)N1CCN(c2ccc([N+](=O)[O-])c(N3CCOCC3)c2)CC1	4.7	2	8	6	-4	x	1574	1	3	-17	1.9
CCOc1cc(N2CCOCC2)c(OCC)cc1NC(=O)Cc1cccc(OC)c1	2.5	-5	3	0	-5	x	1603	1	-2	x	2.9
CC(C)(/C=N/O)/[N+]([O-])=C/c1ccco1	1.0	4	-6	4	-2	x	1394	8	-2	-3	1.6
CCOC(=O)c1cc2sccc2n1Cc1ccccc1	0.9	3	1	8	1	x	1463	12	6	-1	1.6
O=C1/C(=C\c2ccc(-c3ccccc3[N+](=O)[O-])o2)C(c2ccccc2)=NN1c1ccccc1	7.2	5	-2	2	0	x	1512	-4	10	x	-0.7
CCCC(=O)Nc1nc(-c2ccc(Cl)s2)cs1	4.2	7	0	7	2	-0.38	1459	3	3	5	-1.4
COc1ccccc1S(=O)(=O)CC(O)COc1ccc(F)cc1Cl (centres undefined)	-0.1	0	-11	-5	-3	0.14	1708	3	5	-9	-0.3
CCOC(=O)c1c[nH]c2c(C)ccc(Cl)c2c1=O	0.6	7	-1	-5	-8	0.082	1586	10	3	-7	-1.2
COc1ccccc1C(=O)Nc1ccc(C(=O)c2ccccc2)cc1	8.3	5	4	11	-1	0.36	1601	20	1	1	-1.3
CCOc1ccccc1NC(=O)c1nc[nH]c1C(=O)Nc1ccccc1OCC	3.8	-13	-2	0	-4	0.86	1661	3	-1	-12	3.1
CCc1ccc(N(C(=O)CNC(=O)c2cccs2)C(C(=O)NC(C)(C)C)c2cc(OC)c(OC)c(OC)c2)cc1 (centres undefined)	3.8	3	-5	-4	-13	x	1471	-2	-13	x	1.3
CCCCn1nnc(NC(=O)c2ccc(-c3ccccc3[N+](=O)[O-])o2)n1	1.5	5	17	-4	-1	0.56	1497	-4	3	-6	-0.4
Cc1ccc(NC(=O)C2C(C(=O)O)C3C=CC2C32CC2)cc1 (centres undefined)	-0.6	17	19	8	-3	0.66	1627	9	-1	x	-0.6
Cc1nc(NCCc2cnc[nH]2)c2oc3ccccc3c2n1	1.1	-22	12	1	-4	-0.51	1275	18	-9	x	0.2
Cc1nc2ccccn2c1C(=O)NCc1ccc2c(c1)OCO2	0.0	-8	18	3	5	-0.0037	1531	10	-4	11	1.8
COC(=O)c1c(NC(=O)C(C)C)sc2c1C(C(=O)OC)CC2 (centres undefined)	2.3	5	-1	7	-2	0.034	1644	3	-7	x	0.8
COc1ccc(C(=O)Nc2cccc(C(=O)N3CCCC3)c2)cc1	-0.5	2	-6	2	-6	x	1628	-1	-8	-33	3.1
COc1cccc2c1OCC(C(=O)OCc1cccnc1)=C2	-0.2	10	-2	8	1	-0.023	1593	-26	7	-10	-0.4
CCN(c1cccc(C)c1)c1ncnc2nc[nH]c12	-0.5	3	7	-6	-7	x	1537	-8	-1	-9	-2.5
CC1=N/C(=C/c2cccnc2)C(=O)O1	0.0	3	0	2	1	0.71	1656	14	-1	-10	-0.4
CCc1ccc(C(=O)COC(=O)C(CCSC)NC(=O)C23CC4CC(CC(C4)C2)C3)cc1 (centres undefined)	4.2	-5	1	-6	-9	x	1380	32	0	9	0.7
O=C1CC(c2ccccc2)C(C(=O)Nc2ccccc2F)N1 (centres undefined)	1.1	-2	-10	-2	2	-0.051	1400	14	1	-4	0.3
O=C(NCCc1c[nH]c2ccccc12)/C(=C/c1cccnc1)NC(=O)c1ccco1	2.5	1	-3	4	-4	0.39	1558	-6	-1	-2	0.9
(cont.)
SMILES	RAM network inh	PPARg SRC2 recr	Lmaj promast	PPARg SRC1 recr	Efa HMGR inh	ROMK mod	SRC2 TRFRET art	bIAP inh	PPARg SRC3 recr	S1P3 antag	Redox H2O2 prof
O=C(C1CCN(C2CC(=O)N(c3ccc(F)cc3)C2=O)CC1)N1CCOCC1 (centres undefined)	0.1	3	-1	0	-5	x	1457	4	1	-9	1.0
O=C(CSc1ncccn1)NC1CCCc2ccccc21 (centres undefined)	0.3	-1	-6	8	-6	-0.3	1669	-3	2	-5	0.0
O=C(Nc1nnc(-c2ccccc2SCc2ccccc2)s1)Nc1ccccc1F	1.7	-8	-1	1	-3	x	1599	24	-6	x	-3.9
COc1ccc(N(CC(=O)NC2CCCC2)C(=O)Cn2nnc(-c3ccc(C)cc3)n2)cc1OC	4.9	4	-2	2	-2	x	1490	1	-7	-6	1.8
CCOC(=O)c1cc([N+](=O)[O-])sc1NC(=O)CC	0.6	2	0	-3	-3	x	1525	5	-1	-3	0.5

Record cards, as listed above:
COc1ccc(N(CC(=O)NC2CCCC2)C(=O)Cn2nnc(-c3ccc(C)cc3)n2)cc1OC is listed with RAM network inh = 4.9; PPARg SRC2 recr = 4; Lmaj promast = -2; PPARg SRC1 recr = 2; Efa HMGR inh = -2; ROMK mod = x; SRC2 TRFRET art = 1490; bIAP inh = 1; PPARg SRC3 recr = -7; S1P3 antag = -6; Redox H2O2 prof = 1.8
CCOC(=O)c1cc([N+](=O)[O-])sc1NC(=O)CC is listed with RAM network inh = 0.6; PPARg SRC2 recr = 2; Lmaj promast = 0; PPARg SRC1 recr = -3; Efa HMGR inh = -3; ROMK mod = x; SRC2 TRFRET art = 1525; bIAP inh = 5; PPARg SRC3 recr = -1; S1P3 antag = -3; Redox H2O2 prof = 0.5

Compound activity: PubChem, several laboratories
